Screens (PubChem BioAssay)
12-LOX inh – Primary qHTS assay for inhibitors of human arachidonate 12S-lipoxygenase (ALOX12): Round 2; purified 12hLO, xylenol orange hydroperoxide absorbance; Polyunsaturated fatty acid lipoxygenase ALOX12 (Homo sapiens), P18054; hit rate 1.1% among 580,000; Potency, µM (series often up to 108 µM), for inactives: at the top dose activity change, negative = inhibition, usual class: inhibitors; AID 1671190, 2021; further: on the % scale 0 is the no-effect control and ±100 the full control effect
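Hydroperoxide product was detected by ferrous iron/xylenol orange as the 573 to 405 nm absorbance ratio. Arachidonic acid at 40 uM (final) was turned over for 30 min at room temperature by 150 nM human 12hLO, pH 7.0 Hepes buffer, after 15 min compound preincubation.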
USP1 inh – Inhibitors of USP1/UAF1: Primary Screen; Ubiquitin carboxyl-terminal hydrolase 1 (Homo sapiens), O94782; recombinant USP1/UAF1, Ub-Rhodamine cleavage fluorescence; Potency, µM (series often up to 57.1 µM), for inactives: at the highest dose activity change, negative = inhibition, most hits filed as inhibitors; hit rate 0.23% among 390,000; further: on the % scale 0 is the no-effect control and ±100 the full control effect; nearly all actives have a fitted effect of over 60% in size; inactives centre near -12
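High-throughput fluorogenic screen: 1nM USP1/UAF1 complex, Ub-Rho substrate 150nM final, 50mM HEPES pH 7.8 with 0.5mM EDTA, 0.1 mg/ml BSA, 1mM TCEP and 0.01% Tween-20.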
TrxR1 substrate – qHTS Assay for Substrates of Mammalian Selenoprotein Thioredoxin Reductase 1 (TrxR1): qHTS; purified TrxR1 substrate turnover, NADPH consumption readout; Potency, µM (top dose mostly 114 µM), inactives show top-dose activity change, negative = substrate turnover; hit rate 0.01% among 390,000; further: on the % scale 0 is the no-effect control and ±100 the full control effect; nearly all actives have a fitted effect of over 50% in size
Target sequence (O89049 whole entry, looked up): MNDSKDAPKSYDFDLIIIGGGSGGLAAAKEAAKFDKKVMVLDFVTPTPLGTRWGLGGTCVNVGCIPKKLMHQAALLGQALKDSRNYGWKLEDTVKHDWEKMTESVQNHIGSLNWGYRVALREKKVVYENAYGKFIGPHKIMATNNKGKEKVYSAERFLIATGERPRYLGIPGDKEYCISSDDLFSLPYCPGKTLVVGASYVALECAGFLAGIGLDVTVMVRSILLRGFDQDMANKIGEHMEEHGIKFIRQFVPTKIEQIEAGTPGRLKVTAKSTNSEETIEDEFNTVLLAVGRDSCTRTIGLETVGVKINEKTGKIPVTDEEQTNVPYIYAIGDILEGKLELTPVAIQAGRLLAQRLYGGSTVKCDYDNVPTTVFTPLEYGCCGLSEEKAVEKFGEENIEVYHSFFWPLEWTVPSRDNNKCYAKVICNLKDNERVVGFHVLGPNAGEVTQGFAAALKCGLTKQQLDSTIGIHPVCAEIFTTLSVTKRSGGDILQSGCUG
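Rat TrxR1, dispensed at 90 nM, was prereduced with 400 uM NADPH (final) for 5 min at ~22 deg C, then incubated with compound 15 min before 400 uM selenite. A first-read NADPH fluorescence drop versus no-compound background flagged substrates.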
Vif-APOBEC3G blk – qHTS for Inhibitors of Vif-A3G Interactions: qHTS; HeLa A3G-eYFP + Vif (tagged APOBEC3G with the HIV-1 protein that degrades it), YFP fluorescence, overnight; Potency, µM (doses to about 46.1 µM), without a hit: at the highest dose activity, negative = active, most hits filed as inhibitors; DNA dC->dU-editing enzyme APOBEC-3G (Homo sapiens), Q9HC16; hit rate 0.076% among 410,000; AID 602310, 2012;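 further: on the % scale 0 is the no-effect control and ±100 the full control effect; nearly all actives have a fitted effect of over 60% in size; hits raise eYFP signal because A3G escapes Vif-driven loss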
Target sequence (Q9HC16 whole entry, looked up): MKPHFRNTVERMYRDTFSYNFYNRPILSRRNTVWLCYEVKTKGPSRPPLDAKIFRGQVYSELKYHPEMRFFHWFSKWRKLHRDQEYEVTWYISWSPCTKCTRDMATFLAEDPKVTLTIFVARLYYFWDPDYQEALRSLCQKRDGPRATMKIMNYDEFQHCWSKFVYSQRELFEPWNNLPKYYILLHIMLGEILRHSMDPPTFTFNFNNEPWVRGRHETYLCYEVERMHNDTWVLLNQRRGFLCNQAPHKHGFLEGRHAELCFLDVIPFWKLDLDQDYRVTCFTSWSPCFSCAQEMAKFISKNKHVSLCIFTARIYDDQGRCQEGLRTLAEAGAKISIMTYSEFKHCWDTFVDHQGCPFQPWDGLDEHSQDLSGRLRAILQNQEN
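Read-out is eYFP fluorescence (Ex 488/Em 500-530) from Vif-expressing HeLa A3G-eYFP cells; more signal means A3G escaped Vif-mediated degradation. Cells plated overnight, compound pinned in, incubated overnight at 37 deg C.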
Vif-A3F inh – qHTS for Inhibitors of Vif-A3F Interactions: qHTS; Potency, µM (top dose mostly 46.1 µM), for the others: top-dose activity, negative = active; AID 602313, 2012; hit rate 0.2% among 390,000; HeLa A3F-eYFP + Vif (tagged APOBEC3F with the HIV-1 protein that degrades it), YFP fluorescence increase; further: % of control where 0% means no effect; nearly all actives have a fitted effect of over 65% in size
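HeLa cells stably expressing Vif plus C-terminally eYFP-tagged A3F were seeded, incubated overnight at 37 deg C, dosed with compound, incubated overnight again at 37 deg C. Yellow fluorescence (Ex 488/Em 500-530) reported blocked Vif-mediated A3F-eYFP degradation.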
IDH1 R132H inh – qHTS for Inhibitors of mutant isocitrate dehydrogenase 1 (IDH1): qHTS; Isocitrate dehydrogenase [NADP] cytoplasmic (Homo sapiens), O75874; IDH1-R132H enzyme, NADPH consumption, diaphorase/resazurin fluorescence; Potency, µM (series often up to 76.6 µM), without a hit: top-dose activity change, negative = inhibition, hits mostly inhibitors; hit rate 0.093% among 390,000; AID 602179, 2012; further: on the % scale 0 is the no-effect control and ±100 the full control effect; nearly all actives have a fitted effect of over 65% in size
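IDH1-R132H (0.5 ug/mL dispensed) in pH 7.5 Tris buffer was preincubated 30 min with compound, then given a substrate mix of 0.016 mM NADPH and 2 mM alpha-KG for 80 min at room temperature; remaining NADPH was read by diaphorase/resazurin fluorescence.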
RGS4 inh – Inhibitors of Regulator of G Protein Signaling (RGS) 4: qHTS; Regulator of G-protein signaling 4 (Homo sapiens), P49798; Transcreener GDP fluorescence polarization, RGS4-accelerated GTP hydrolysis; Potency, µM (series often up to 114 µM), for inactives: top-dose activity change, negative = inhibition, hits mostly inhibitors; hit rate 0.039% among 390,000; AID 504845, 2011; further: on the % scale 0 is the no-effect control and ±100 the full control effect; nearly all actives have a fitted effect of over 75% in size; some results filed as inactive show a strong effect at the top dose
Target sequence (P49798 whole entry, looked up): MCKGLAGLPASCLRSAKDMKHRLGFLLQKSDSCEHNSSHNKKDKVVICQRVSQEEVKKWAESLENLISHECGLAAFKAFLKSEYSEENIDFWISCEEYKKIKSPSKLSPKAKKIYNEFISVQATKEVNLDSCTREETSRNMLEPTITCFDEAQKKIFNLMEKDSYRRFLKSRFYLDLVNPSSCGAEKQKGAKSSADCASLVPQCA
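MLSMR compounds (23 nl, pin-transferred) preincubated 10 min at room temperature with a 500nM (2x) first reagent, then RGS4 at 900nM (2x) plus Transcreener GDP mix added; fluorescence polarization (620/688 nm) read before and after 90 min at 30 °C.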
TrxR1 inh – qHTS Assay for Inhibitors of Mammalian Selenoprotein Thioredoxin Reductase 1 (TrxR1): qHTS | Potency, µM (highest dose often 114 µM), for inactives: at the top dose activity change, negative = inhibition, hits mostly inhibitors | recombinant rTrxR1, NADPH fluorescence consumption, selenite substrate | hit rate 1% among 390,000 | AID 588453, 2011 | Thioredoxin reductase 1, cytoplasmic (Rattus norvegicus), O89049; further: on the % scale 0 is the no-effect control and ±100 the full control effect; nearly all actives have a fitted effect of over 65% in size
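Rat TrxR1 (90 nM in the dispensed reagent) was pre-reduced with 400 uM NADPH for 5 min at room temperature, then incubated with compound for 15 min. After 400 uM selenite was added, NADPH fluorescence (Ex 340/Em 450 nm) was followed for 8 min.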
RXFP1 agonist – qHTS Assay for Agonists of the Relaxin Receptor RXFP1; Relaxin receptor 1 (Homo sapiens), Q9HBX9; HEK293T-RXFP1 cAMP TR-FRET, 30 min; response scale: percent of porcine relaxin response, buffer zero; Potency, µM (top dose mostly 57.5 µM), without a hit: at the highest dose activation, most hits filed as activators; hit rate 0.3% among 370,000; AID 2676, 2010; further: on the % scale 0 is the no-effect control and ±100 the full control effect; nearly all actives have a fitted effect of over 60% in size; many of its hits are not listed in these tables
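cAMP rise read by TR-FRET after 30 min, 37C compound exposure (up to 58 uM) in RXFP1-transfected HEK293 cells with Ro 20174 present. EC50 from Hill-equation fits, with 29 nM porcine relaxin as 100% and buffer as basal.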
Active calls of the source: *; u = inconclusive; x = no result given; [ ] = dose if it differs, or a comment. The call rests on the fitted dose curve; in most records, active means well fitted curve in the direction sought with a large enough effect; inconclusive means small, poorly fitted or top-dose-only effect, or another doubt; inactive means no such curve, though single readings can be large; an effect the other way counts as inactive or inconclusive. Potency means the concentration at half of the fitted maximal effect. Not all compounds are listed (hit frequency here may not be typical).

SMILES	12-LOX inh	USP1 inh	TrxR1 substrate	Vif-APOBEC3G blk	Vif-A3F inh	IDH1 R132H inh	RGS4 inh	TrxR1 inh	RXFP1 agonist
Cc1ccc(NC(=O)C(=Cc2ccc(C(=O)O)cc2)C(=O)Nc2ccc(C)cc2C)c(C)c1	x	-29%	-5%	u	8%	4%	u	-31%	-2.8%
COc1ccccc1OCCCCn1ncc2ccc(OC)c(OC)c2c1=O	0%	-17%	3%	4%	-1%	1%	3%	14%	1.5%
Cc1ccc(CN2CCN(C(=O)CCC(=O)Nc3nnc(C(C)C)s3)CC2)c(C)c1	-7%	-16%	-9%	0%	0%	13%	-9%	-30%	-0.9%
Cc1cc([N+](=O)[O-])nn1CC(=O)Nc1cnc2ccccc2c1	-5%	-22%	11%[57.1 µM]	0%	-22%	3%	-12%	26%[57.1 µM]	27%
O=C1C=C(c2cccc(CO)c2)C[C@@H](c2ccc(F)cc2)C1	7%	-2%	-5%	2%	4%	9%	-1%	10%	0.5%
Cc1cccc(N2CCN(c3nc4ccc(C(=O)c5ccccc5)cc4n4cnnc34)CC2C)c1 (stereo not given)	-14%	-4%	-5%	-1%	4%	-2%	9%	21%	1.9%
Oc1ccc(Cl)cc1Nc1nc(NCC2CCCO2)c2ccccc2n1 (stereo not given)	u	x	10%	-16%	-12%	x	-5%	25%	x
COc1ccc(CN2C(=O)C(NC(=O)c3ccc(C)cc3)(C(F)(F)F)N=C2c2ccccc2)cc1 (stereo not given)	0%	-17%	-7%	-5%	10%	-5%	3%	19%	1.4%
Cc1nc2sc3c(=O)[nH]nnc3c2c(C)c1Br	-8%	-10%	4%	0%	-1%	1%	5%	25%	-0.7%
O=C(NC1CCS(=O)(=O)C1)c1sc2ccccc2c1Cl (stereo not given)	22%	-15%	8%[57.1 µM]	0%	15%	4%	-39%	18%	7.2%
O=C(CSc1nc2[nH]ncc2c(=O)[nH]1)Nc1ccc(F)cc1	-24%	-17%	3%	0%	-3%	3%	-20%	3%	-1.4%
O=c1c2cc(Br)ccc2nc(-c2ccccc2)n1O	11%	-5%	-14%	1%	1%	17%	22%	3%[57.1 µM]	4.4%
COc1ccc(NC(=O)CCC(=O)Nc2nnc(C3CCCCC3)s2)c(OC)c1	-1%	-7%	-2%	0%	3%	4%	12%	2%	-0.8%
CCOC(=O)Cc1ccc(NC(=O)N2CC(CC)Oc3ccccc32)cc1 (stereo not given)	-2%	-3%	28%	-4%	-3%	15%	20%	8%	0.7%
Clc1ccc(CN2CCC(CNc3ncnc4onc(-c5ccc(Cl)cc5)c34)CC2)cc1	u	-19%	-5%	-2%	-6%	-5%	2%	11%	-1.6%
O=C(O)CSCNC(=O)C12CC3CC(CC(C3)C1)C2	-12%	-7%	-6%	2%	6%	-4%	20%	-7%	-0.3%
Cc1ccccc1Nc1nc(N)nc(COC(=O)CCS(=O)(=O)c2ccc(Cl)cc2)n1	u	-1%	-11%	1%	8%	6%	7%	-13%	0.3%
CCc1cc2c(=O)[nH]c(N3CCOCC3)nc2s1	31%[activator]	-15%	3%	1%	-19%	7%	-12%	-4%	0.0%
CN1CCN(C(=O)/C(=C/c2cccnc2)NC(=O)c2cccc(Br)c2)CC1	-15%	-7%	11%[0.0914 µM]	0%	-4%	2%	-25%	11%[0.0914 µM]	-1.1%
CCOC(=O)c1ccc(NC(=O)c2nc[nH]c2C(=O)NCCCCNC(=O)c2[nH]cnc2C(=O)Nc2ccc(C(=O)OCC)cc2)cc1	17%	-21%	4%	0%	-4%	-9%	-5%	20%	-1.5%
Cn1cc(S(=O)(=O)c2ccccc2)c(=O)c2cc(F)c(N3CCN(c4ccc(F)cc4)CC3)cc21	-9%	-11%	-2%	-1%	7%	12%	-15%	1%	0.7%
CSc1ccc(CN(C)C(=O)C23CC4CC(CC(Cl)(C4)C2)C3)cc1	-2%	-22%	1%	-3%	7%	3%	-2%	16%	-6.6%
O=C(CN1CCN(S(=O)(=O)c2ccc(Br)cc2)CC1)N/N=C/c1ccncc1	7%	-8%	5%	2%	1%	-1%	-6%	11%	-3.6%
COC(=O)C(C)Nc1cccc(Br)c1 (stereo not given)	5%	0%	-19%	1%	-7%	-4%	13%	-20%	6.1%
COc1ccccc1NC(=O)Cn1cc(C(=O)c2ccco2)c2ccccc21	0%	-3%	-5%	0%	-1%	0%	36%	2%	1.0%
CC(=O)CSc1nnc(-c2ccc(S(=O)(=O)N3CCCC3)cc2)n1C	3%	-8%	8%	0%	-6%	6%	8%	17%	0.5%
COCCn1c(SCC(=O)Nc2ccccc2)nnc1-c1ccoc1C	22%	-14%	7%	1%	-7%	-13%	4%	28%	2.9%
CC(C)Oc1ccc(C(=O)Nc2ccc(N3CCN(C(=O)c4ccco4)CC3)cc2)cc1	-9%	-19%	1%	4%	10%	-3%	4%	16%	0.6%
O=C(COC(=O)c1ccc(Br)o1)NCc1ccc2c(c1)OCO2	56%	-2%	2%	-6%	6%	2%	-9%	16%	x
COc1ccc(OC)c(NC(=O)c2ccccc2N(Cc2ccccc2)S(C)(=O)=O)c1	-30%	-15%	-9%	1%	5%	-2%	10%	1%	-0.4%

Record cards, from the list above:
Listed for `Cc1nc2sc3c(=O)[nH]nnc3c2c(C)c1Br` : 12-LOX inh: -8%; USP1 inh: -10%; TrxR1 substrate: 4%; Vif-APOBEC3G blk: 0%; Vif-A3F inh: -1%; IDH1 R132H inh: 1%; RGS4 inh: 5%; TrxR1 inh: 25%; RXFP1 agonist: -0.7%
Listed for `Oc1ccc(Cl)cc1Nc1nc(NCC2CCCO2)c2ccccc2n1` (stereo not given) : 12-LOX inh: u; USP1 inh: x; TrxR1 substrate: 10%; Vif-APOBEC3G blk: -16%; Vif-A3F inh: -12%; IDH1 R132H inh: x; RGS4 inh: -5%; TrxR1 inh: 25%; RXFP1 agonist: x

Following part:
SMILES	12-LOX inh	USP1 inh	TrxR1 substrate	Vif-APOBEC3G blk	Vif-A3F inh	IDH1 R132H inh	RGS4 inh	TrxR1 inh	RXFP1 agonist
Cc1cccc(OC(=O)c2sc3ncn(C)c(=O)c3c2C)c1	19%	-11%	2%	6%	9%	6%	-10%	12%	1.1%
CC(C)CCNC(=O)CCCn1c(=O)c2cccn2c2ccccc21	-24%	-4%	-1%	-7%	1%	15%	6%	18%	1.4%
COc1cc(N2C(=O)c3ccccc3C2=O)c(Cl)cc1C(=O)OCC(=O)NCc1ccco1	79%[activator]	5%	6%[57.1 µM]	1%	11%	1%	-16%	7%[57.1 µM]	0.6%
CCS(=O)(=O)C(C)(CCl)C(=O)Nc1ccc(C(=O)OC)cc1 (stereo not given)	23%	-6%	2%	1%	-1%	16%	1%	3%[57.1 µM]	2.0%
CN1CCN(c2nc(-c3ccc(Cl)cc3)cc(=O)[nH]2)CC1	0%	-22%	4%	1%	10%	24%	8%	21%	1.2%
CSc1ccc(C(=O)C2CCCN(S(=O)(=O)c3c(C)noc3C)C2)cc1 (stereo not given)	-2%	-20%	-12%	1%	-8%	-8%	-17%	-10%	9.3%
COc1ccc(CN(C(=O)/C=C/c2ccco2)C2CCS(=O)(=O)C2)cc1 (stereo not given)	-5%	-11%	13%[11.4 µM]	-7%	15%	-1%	u	-87%	1.2%
COc1ccc(-c2csc(N(CCCN(C)C)C(=O)c3ccc(Br)cc3)n2)cc1	0%	-12%	-9%	1%	-2%	6%	3%	16%[57.1 µM]	1.0%
COc1ccc(-c2[nH]ncc2CN(C)CCN2CCOCC2)cc1F	-24%	-5%	12%	0%	5%	1%	-3%	17%	-1.5%
COc1ccc(OC)c(NS(=O)(=O)c2ccc(-c3coc(C)n3)cc2)c1	-41%	-20%	-2%	-1%	-6%	-4%	15%	14%	0.2%
COC(=O)c1ccc(-c2csc(NC(=O)C3=COCCO3)n2)cc1	0%	-11%	12%	0%	2%	13%	-19%	15%	x
CCOc1ccc(NC(=O)c2ccc3c(c2)CCN3S(=O)(=O)CC)cc1	-14%	-4%	-3%	4%	1%	11%	-20%	17%	-0.4%
CCCC(=O)n1nc(-c2ccco2)nc1N	3%	-4%	4%[57.1 µM]	-2%	0%	-5%	-40%	-12%[57.1 µM]	-0.2%
C/C(=N\NC(=O)c1cc2ccccc2cc1O)c1cc2ccccc2o1	-12%	u	-3%	-1%	u	9%	-13%	-2%	0.8%
Cc1cc(N2C(=O)c3ccccc3C2=O)n(C)n1	153%[activator]	-23%	6%	3%	11%	0%	-13%	26%	-0.6%
O=C(COC(=O)c1cccc(Br)c1)NCc1ccco1	u	-8%	0%[2.29 µM]	1%	-11%	-9%	-13%	2%[2.29 µM]	x
